CXXC DNA block = blocks binding of human MLL CXXC domain to DNA; MLL-CXXC / FITC-HOXA9 DNA fluorescence polarization; Q03164; Potency, µM (doses to about 115 µM), inactives show at the top dose activity change, negative = inhibition, most hits filed as inhibitors; 0.037% of 290,000 active; active = well fitted inhibition curve with a large enough effect in the polarisation, with a control signal flat, not every such curve was filed as active; inconclusive = small, poorly fitted or top-dose-only effect, or effect the other way, or a change in a side signal; inactive = no such curve, though single readings can be large or run the other way; the % refers to the polarisation; note: potency is the fitted concentration of half-maximal effect
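Purified MLL-CXXC (added from a 7 uM solution) was preincubated 5 min at ambient with pinned compounds in 50 mM Tris-HCl pH 7.5, 50 mM NaCl, 1 mM DTT, 0.05% BSA. Fluorescein-labeled HOX-A9 DNA (50 nM solution) followed, 30 min, then polarization read.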
TRPV1 agonist = human TRPV1 agonism; Q8NER1; TRPV1-expressing cells, Fluo-8 calcium influx, agonist mode; 0.19% of 320,000 active; AID 540275; activation, % at 8.33 µM; in the data active = activation above about 80%; inconclusive = between about 30% and that limit; note: 0% is about no effect
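TRPV1-expressing cells were cultured overnight at 35.5C and loaded with Fluo-8 calcium dye for 40 to 90 min at room temperature. After a 10 s baseline, compound was added and calcium influx was read kinetically for 3 min (ex 480/em 520 nm).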
a7 integrin act = activates integrin-mediated alleviation for muscular dystrophy; AID 624291; alpha7betagal myoblasts, beta-gal FDG fluorescence, 48 h; Potency, µM (series often up to 38.3 µM), for inactives: at the top dose activation, hits mostly activators; 0.064% of 350,000 active;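 note: potency is the fitted concentration of half-maximal effect; 100% = response of the positive control SU9516; nearly all actives have a fitted effect of over 60% in size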
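alpha7betagal+/- myoblasts (passage 13, 250/well) treated 48 h at 37C with compounds at 1:260 dilution of DMSO stock. Lysed, then beta-galactosidase activity read as FDG fluorescence (ex 480/em 540) after 30 min, with pre-read for autofluorescence.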
BRCA1 expr act = activators of BRCA1 expression; MCF7-BRCA1-FFLuc reporter, luminescence, 48 h; response scale: scaled: vehicle 0%, 10 µM genistein 100%; Potency, µM (doses to about 46.1 µM), without a hit: at the top dose activation, usual class: activators; 1.1% of 380,000 active; note: potency is the fitted concentration of half-maximal effect; nearly all actives have a fitted effect of over 80% in size; some results filed as inactive show a strong effect at the top dose
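MCF7 cells carrying a BRCA1-firefly luciferase reporter (2000 cells/well, phenol-red free MEM) were attached for 2 h at 37 °C, then given compounds for 48 h. Luminescence was read 15 min after luciferase reagent; activity normalized to genistein (10 microM) and DMSO.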
ELG1 repair inh = inhibitors of ELG1-dependent DNA repair in HEK293T cells; Potency, µM (titrated, usually from 46.1 µM), for inactives: at the highest dose activity change, negative = inhibition, hits mostly inhibitors; AID 504467; 2.3% of 330,000 active; HEK293T ELG1-luciferase reporter, luminescence, 16 h; DNA damage induced by 5-fluorouridine; note: potency is the fitted concentration of half-maximal effect; % is set by controls: 0 for no effect and ±100 for the full control effect; nearly all actives have a fitted effect of over 55% in size
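HEK293T cells expressing luciferase-tagged ELG1 (2,000/well) received 5-Fluorouridine plus compound or DMSO for 16 hr at 37 °C. Luciferase was read by ONE-Glo luminescence after 30 min at room temperature.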
p53 reactivation = mutant p53 re-activation in reporter cells; H1299 p53-A138V BP100-luciferase reporter, luminescence, 24 h; Potency, µM (series often up to 92.2 µM), for inactives: at the highest dose activity change, positive = activation, usual class: activators; 0.063% of 320,000 active; AID 504706; note: potency is the fitted concentration of half-maximal effect; % of control where 0% means no effect; nearly all actives have a fitted effect of over 45% in size
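H1299 (p53-null), stable ts p53-A138V + BP100-Luc; 1000 cells/well, Opti-MEM/10% FBS; cpd 4 pt, 1:5; 24 h, 37 deg C, 5% CO2; detection reagent 10 min RT; luminescence.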
TCR activator = activates T cell receptor signaling. primary human leukocytes, anti-CD3, IL-2 HTRF, 48 h. Potency, µM (highest dose often 9.22 µM), for the others: at the top dose activation of IL-2 secretion, usual class: activators. 330,000 tested, under 10 active; note: % of control where 0% means no effect
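Primary human leukocytes incubated 48 hr with anti-CD3 beads plus compound, without co-stimulation. Secreted IL-2 measured by HTRF (europium cryptate/d2 anti-IL-2 pair, 320 nm excitation, 665 nm emission).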
B2AR arrestin = agonists driving beta-arrestin recruitment to human beta2-adrenergic receptor | Potency, µM (top dose mostly 46.1 µM), for inactives: at the top dose activation, most hits filed as activators | AID 492947 | 0.02% of 330,000 active | beta-arrestin recruitment to beta2AR, cell-based reporter | P07550;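 note: potency is the fitted concentration of half-maximal effect; 0% = DMSO controls and full agonism = EC100 isoproterenol or metaproterenol; nearly all actives have a fitted effect of over 65% in size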
Target sequence (P07550 whole entry, looked up): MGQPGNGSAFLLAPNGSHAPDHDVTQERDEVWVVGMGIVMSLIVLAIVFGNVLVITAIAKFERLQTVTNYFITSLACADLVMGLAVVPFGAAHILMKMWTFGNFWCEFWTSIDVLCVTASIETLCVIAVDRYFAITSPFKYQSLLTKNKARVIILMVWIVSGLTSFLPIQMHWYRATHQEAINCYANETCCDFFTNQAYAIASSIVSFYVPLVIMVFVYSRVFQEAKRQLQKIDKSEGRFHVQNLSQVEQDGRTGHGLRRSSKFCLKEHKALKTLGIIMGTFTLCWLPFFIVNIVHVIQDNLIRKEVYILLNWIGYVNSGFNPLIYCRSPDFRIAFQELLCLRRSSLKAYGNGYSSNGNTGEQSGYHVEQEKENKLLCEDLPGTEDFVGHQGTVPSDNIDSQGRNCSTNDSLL
AT treatment = candidate therapy for ataxia-telangiectasia; […] A-T fibroblasts, KAP-1 phosphorylation AlphaLISA; neocarzinostatin DNA damage 30 min before lysis; Potency, µM (highest dose often 57.5 µM), for inactives: at the top dose activation, usual class: activators; 0.19% of 320,000 active; AID 485349; note: potency is the fitted concentration of half-maximal effect; % of control where 0% means no effect; nearly all actives have a fitted effect of over 45% in size
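hTERT-immortalized A-T patient fibroblasts ([…]), 500 cells/well in OPTI-MEM, 1% FBS, got compounds for 60 min, then NCS for 30 min at 37C. Lysates were then assayed for phospho-KAP-1 by AlphaLISA (anti-pKAP1 donor, anti-KAP1 acceptor beads), 6 hr at 25C.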
PTAP TSG101 blk = blocks PTAP/TSG101 interaction to inhibit HIV-1 budding; Potency, µM (titrated, usually from 115 µM), for inactives: at the top dose activity change, negative = inhibition, usual class: inhibitors; Fluorescence polarization, FITC-PTAP peptide / Tsg101 binding; 340,000 tested, under 10 active; active = well fitted inhibition curve with a large enough effect in the main read-out, with a control signal flat, not every such curve was filed as active; inconclusive = small, poorly fitted or top-dose-only effect, or effect the other way, or a change in a side signal; inactive = no such curve, though single readings can be large or run the other way; note: potency is the fitted concentration of half-maximal effect; % of control where 0% means no effect
Target sequence (Q99816 whole entry, looked up): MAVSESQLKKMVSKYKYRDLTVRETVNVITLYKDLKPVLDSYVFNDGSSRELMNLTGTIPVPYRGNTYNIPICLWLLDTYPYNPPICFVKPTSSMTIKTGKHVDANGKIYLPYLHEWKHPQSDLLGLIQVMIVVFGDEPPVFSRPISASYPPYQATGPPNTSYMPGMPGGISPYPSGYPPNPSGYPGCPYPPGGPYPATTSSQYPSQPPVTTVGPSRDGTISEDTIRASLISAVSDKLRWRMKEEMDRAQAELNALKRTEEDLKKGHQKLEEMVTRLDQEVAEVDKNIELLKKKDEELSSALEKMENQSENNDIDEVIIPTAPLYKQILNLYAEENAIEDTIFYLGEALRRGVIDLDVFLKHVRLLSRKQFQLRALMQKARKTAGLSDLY
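Tsg101 binding domain (10 uM final) was mixed with compound and a FITC-labeled PTAP peptide (50 nM final) in HEPES pH 7.5 buffer with NaCl, Tween 20, EDTA and TCEP; fluorescence polarization was read after 20 min at r.t.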
Active calls of the source: *; ? = inconclusive; . = not tested or not shown; & = joins results of further samples; [ ] = dose if it differs, or a comment. Unless noted, calls come from the whole dose curve; as a rule, active = well fitted curve in the direction sought with a large enough effect; inconclusive = small, poorly fitted or top-dose-only effect, or another doubt; inactive = no such curve, though single readings can be large; an effect the other way counts as inactive or inconclusive.

SMILES	CXXC DNA block	TRPV1 agonist	a7 integrin act	BRCA1 expr act	ELG1 repair inh	p53 reactivation	TCR activator	B2AR arrestin	AT treatment	PTAP TSG101 blk
CCn1c2ccccc2c2cc(C3N=C(N)Nc4nc5ccccc5n43)ccc21 (stereo unspecified)	33%[activator]	-1	-16%	5%	.	.	4%	-1.4%	5%	-9%
Cc1ccc(-n2ncc3c2CCCC3NC(=O)CCc2cnn(C)c2)cc1C (stereo unspecified)	-7%	15	-17%	-26%	-2%	-5%	-8%	0.3%	1%	0%
CCCCc1c(O)nc(SCC(=O)O)[nH]c1=O	-5%	1	4%	-2%	7%	-1%	-2%	-0.6%	3%	-3%
CCCc1cc(C(=O)NCCc2ccc(OC)c(OC)c2)no1	1%	.	-3%	4%	-23%	1%	7%	-0.3%	-23%	-5%
CCN(CC)c1ccc(S(=O)(=O)Nc2cc(Cl)ccc2Cl)cc1NC(=S)NC(=O)C1CCCC1	5%	1	9%	-53%	-4%	16%	4%[46.1 µM]	-0.4%	-7%	-2%
O=C(N1CCOCC1)N1CCN(c2nc(-c3ccc(F)cc3)cs2)CC1	0%	?	3%[7.66 µM]	-2%	-8%	5%	.	-0.2%	-1%	-3%
CCN(CC)C(=O)CSc1ncnc2c1nnn2-c1ccc(OC)cc1	10%	-1	8%	-1%	-1%	21%	0%	0.2%	-2%	2%
COc1ccc(-c2nc(N)n(C(C)=O)n2)cc1	6%	0	11%	26%	9%	3%	0%	3.0%	0%	0%
CCC(=O)Nc1ccc2c(c1)C(=O)N(C1CCCCC1)C2=O	4%	2	-14%	1%	-4%	7%	.	0.0%	3%	-5%
CC1CCCCN1CCCNC(=O)C1CCN(c2nc3ccccc3o2)CC1 (stereo unspecified)	7%	-2	-8%	-7%	13%	1%	1%	-0.1%	-1%	-1%
COc1ccc(CNC(=O)COC(=O)c2cnccn2)cc1	-1%	3	27%	6%	-3%	-2%	-39%	-1.9%	1%	-4%
CC(=O)O[C@H]1C[C@@]2(C)[C@@H](C[C@@H](O)[C@H]3[C@@]4(C)CC[C@@H](O)[C@@H](C)C4CC[C@@]32C)/C1=C(\CCC=C(C)C)C(=O)O (stereo partly specified)	7%	10	.	-33%	11%	-1%	3%	-0.8%	-2%	0%
CC1CCC2(CC1)NC(=O)N(Cc1cc(=O)n3ccsc3n1)C2=O (stereo unspecified)	1%	3	18%	-16%	-9%	1%	2%	-0.4%	-2%	-1%
COc1ccc(N(C)S(=O)(=O)c2cccc(C(=O)NCc3ccc(C)cc3)c2)cc1	.	0	-5%	-13%	-7%	-2%	0%	-1.0%	11%	-6%
O=C(Nc1ccccc1F)C(=Cc1sc(N2CCOCC2)nc1-c1ccccc1)C(=O)Nc1ccccc1F	?	9	-57%[inhibitor]	-56%	8.2µM*	5%	-2%[46.1 µM]	-1.0%	0%	?
Cc1cc(NC(=O)COC(=O)[C@H](Cc2ccccc2)NC(=O)c2ccco2)no1	.	.	5%	-21%	.	.	2%	.	.	-2%
Cc1ccnc(NC(=O)CCC(=O)N(CC(=O)NC(C)(C)C)c2ccc3c(c2)OCO3)c1	-3%	-1	15%	-5%	-2%	-4%	-1%	0.1%	-3%	0%
O=C(CCN1C(=O)/C(=C\c2cccc(Br)c2)SC1=S)N1CCOCC1	?	17	-43%[inhibitor]	-15%	0%	9%	3%	-0.4%	-1%	1%
O=C(O)c1n[nH]c2c1CC(C1CCCCC1)CC2 (stereo unspecified)	.	-3	8%	12%	16%	2%	-3%	0.2%	6%	2%
CCOC(=O)c1cc2c(=O)n3ccccc3nc2n(Cc2ccco2)c1=NC(=O)c1cccc(OC)c1	5%	-4	0%	-37%	?	-3%	2%	6.5%	-3%	-2%
CCCc1cc(=O)[nH]c(SCC(=O)Nc2ccc3ccccc3c2)n1	.	.	17%	0%	21%	-4%	-2%	-0.2%	5%	6%
Cc1cc(C)cc(NC(=O)c2ccc(N3C(=O)C4CCCCC4C3=O)cc2)c1 (stereo unspecified)	?	-2	11%	-22%	12%	-1%	-30%	-0.7%	2%	-4%
Cc1ccc(Nc2cnn(C34CC5CC(CC(CC(=O)O)(C5)C3)C4)c(=O)c2Cl)c(Cl)c1	-5%	1	-20%	2%	15%	-1%	-7%	-0.2%	1%	0%
O=C(CN1CCN(S(=O)(=O)c2ccc(F)c(Cl)c2)CC1)N1CCNC1=O	.	0	?	7%	18%	-1%	0%	-1.4%	12%	-2%
CN(C(=O)CSc1nncn1-c1ccccc1)C1CCS(=O)(=O)C1 (stereo unspecified)	.	0	12%	5%	?	-1%	2%	0.4%	12%	-4%

Taken from above:
For CXXC DNA block, COc1ccc(-c2nc(N)n(C(C)=O)n2)cc1 has the entry 6%
For AT treatment, CCOC(=O)c1cc2c(=O)n3ccccc3nc2n(Cc2ccco2)c1=NC(=O)c1cccc(OC)c1 has the entry -3%

Later entries:
SMILES	CXXC DNA block	TRPV1 agonist	a7 integrin act	BRCA1 expr act	ELG1 repair inh	p53 reactivation	TCR activator	B2AR arrestin	AT treatment	PTAP TSG101 blk
CC1CCC(=C(C#N)C(=O)Nc2cccc(Cl)c2)CC1 (stereo unspecified)	-12%	21	-9%	-1%	30%	6%	9%	-0.4%	4%	-8%
COc1ccc(CN2CCC(Cc3ccccc3)CC2)c(C)c1C	33%[activator]	0	-38%	-12%	-19%	11%	3%	-0.8%	10%	2%
COc1ccc(S(=O)(=O)N2CCC(C(=O)N[C@@H](C)C(=O)N3CCCCCC3)CC2)cc1	17%	-3	-4%	14%	1%	11%	-1%	0.7%	7%	-3%
Oc1ccc(C(=S)N2CCCC2)cc1	-8%	0	20%	-3%	-3%	-1%	.	-1.1%	-8%	-1%
Cn1c(=O)c2c(SCc3ccccn3)nc(CC(C)(C)C)nc2n(C)c1=O	12%	?	-14%	-6%	?	-1%	-1%	-0.3%	-3%	-2%
O=C(CCl)Nc1cccn2ncnc12	-4%	-5	-59%[inhibitor]	-9%	?	-22%	4%	-0.5%	-3%	-8%
CCCCCCn1c(=O)c(-c2nc3ccccc3c(=O)[nH]2)c(O)c2ccccc21	5%	-2	.	.	-1%	-2%	.	-0.3%	-1%	.
C=CCNC(=O)CCCOc1ccc(C)cc1	10%	?	3%	-5%	14%	3%	1%	0.3%	.	-4%
CCN(CC)CC(O)COC(c1ccccc1)c1ccccc1 (stereo unspecified)	4%	4	0%	6%	8%	-1%	2%	-0.4%	3%	-2%
O=C(c1ccc(-n2cncn2)c([N+](=O)[O-])c1)N1CCN(S(=O)(=O)c2ccc(Cl)cc2)CC1	2%	2	5%	-24%	-13%	11%	6%	0.4%	-2%	0%
N=c1c(S(=O)(=O)c2ccc(Cl)cc2)cc2c(=O)n3ccccc3nc2n1CCN1CCOCC1	1%	15	34%	7%	-16%	1%	-4%	-0.5%	-10%	-4%
Cc1cccc(OCC(=O)O/N=C(\N)c2ccc(Br)cc2)c1	-1%	3	13%	11%	7%	5%	11%	-0.9%	0%	-7%
COc1ccc(NCc2nnc(SCC(=O)Nc3nc(-c4ccccc4)cs3)n2-c2ccccc2)cc1	-1%	-2	-59%[inhibitor]	-75%	11%	0%	3%[46.1 µM]	-1.0%	1%	-2%
CC1C(=O)N2CCCc3cc(NC(=O)C(=O)NCCCc4ccccc4)cc1c32 (stereo unspecified)	.	-5	25%	-62%	29%	-6%	2%	0.3%	13%	-8%
O=C(O)CC(c1ccccc1)N1C(=O)c2ccccc2C1=O (stereo unspecified)	.	.	0%	-6%	.	.	-5%	.	.	0%
C/C(=N\NC(=O)c1c(Cl)cnn1C)c1cccc(NC(=O)COc2ccccc2)c1	10%	0	3%	27%	?	-5%	-24%	-0.3%	2%	0%
CCOc1ccc(-c2nc(CSc3nncs3)cs2)cc1OC	-1%	-1	-15%	18%	-7%	5%	2%	0.5%	2%	-6%
Cc1cccc(NC(=O)c2cccnc2Oc2ccccc2)c1C(=O)O	-9%	2	44%	-20%	23%	4%	-2%	-1.0%	0%	0%
CCC(CC)C(=O)NCCc1ccc(OC)cc1	2%	3	-4%	1%	8%	-4%	-3%	0.1%	2%	-5%
COC(=O)C1=C(N)N(c2ccccc2C(F)(F)F)C2=C(C(=O)CCC2)C1c1ccc2c(c1)OCO2 (stereo unspecified)	14%	4	18%	-36%	16%	-3%	-11%	-0.4%	-4%	1%
N=C(N)c1ccccc1	8%&38%	-4	.	5%&14%	-6%	-2%	16%&-10%	-0.2%	0%	1%&1%
COC(=O)c1ccc(OC(=O)c2ccccn2)cc1	23%	-2	13%	0%	0%	1%	-3%	-0.2%	6%	-9%
CC(C)(C)C(=O)OCc1nc(-c2ccc(Cl)cc2)cs1	-7%	0	11%	?	?	15%	0%	-0.3%	15%	-1%
